TDP1 block = qHTS Assay for Inhibitors of Tyrosyl-DNA Phosphodiesterase (TDP1) | Tyrosyl-DNA phosphodiesterase 1 (Homo sapiens), Q9NUW8 | recombinant TDP1, AlphaScreen DNA substrate cleavage | Potency, µM (highest dose often 130 µM), without a hit: at the top dose activity change, negative = inhibition, usual class: inhibitors | hit rate 0.28% among 350,000; also: nearly all actives have a fitted effect of over 40% in size
Target sequence (Q9NUW8 whole entry, looked up): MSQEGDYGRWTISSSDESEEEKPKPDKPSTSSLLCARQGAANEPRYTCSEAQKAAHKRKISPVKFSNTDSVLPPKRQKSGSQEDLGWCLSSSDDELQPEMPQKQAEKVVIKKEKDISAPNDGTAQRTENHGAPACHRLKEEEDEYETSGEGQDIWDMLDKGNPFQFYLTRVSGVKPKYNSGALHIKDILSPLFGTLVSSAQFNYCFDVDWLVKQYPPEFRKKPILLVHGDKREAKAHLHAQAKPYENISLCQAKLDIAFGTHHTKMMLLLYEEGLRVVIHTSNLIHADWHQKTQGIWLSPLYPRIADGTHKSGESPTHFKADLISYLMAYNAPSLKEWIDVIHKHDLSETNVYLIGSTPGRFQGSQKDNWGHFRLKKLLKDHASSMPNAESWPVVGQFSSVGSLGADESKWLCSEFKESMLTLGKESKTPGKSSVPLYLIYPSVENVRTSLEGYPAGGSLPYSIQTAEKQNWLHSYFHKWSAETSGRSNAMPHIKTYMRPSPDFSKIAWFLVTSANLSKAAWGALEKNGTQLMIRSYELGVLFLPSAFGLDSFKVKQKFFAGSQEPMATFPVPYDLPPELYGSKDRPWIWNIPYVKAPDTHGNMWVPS
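Here, a 5' biotin and 3' phosphotyrosine-FITC DNA oligonucleotide reports Tdp1 activity: intact substrate bridges AlphaScreen beads, while cleavage leaves a 3' phosphate and drops signal. All incubations at room temperature.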
DT40 TDP1 no CPT = qHTS for Inhibitors of human tyrosyl-DNA phosphodiesterase 1 (TDP1): qHTS in cells in absence of CPT; hit rate 15% among 420,000; DT40 Tdp1-/- hTDP1 cells, no CPT, ATP luminescence, 48 h; Potency, µM (titrated, usually from 46.2 µM), without a hit: top-dose activity change, negative = growth inhibition, actives largely listed as inhibitors; AID 686978, 2013; also: nearly all actives have a fitted effect of over 55% in size
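Chicken DT40 Tdp1-/- cells stably complemented with human TDP1 were seeded at 400 cells/well with DMSO in place of 20 nM camptothecin. After compound pinning, cells grew at least 48 hr at 37 °C; viability read by CellTiter-Glo luminescence.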
TDP1 cell CPT = qHTS for Inhibitors of human tyrosyl-DNA phosphodiesterase 1 (TDP1): qHTS in cells in presence of CPT | chicken DT40 Tdp1-/-;hTDP1 cells + 20 nM CPT, ATP luminescence, 48 h | hit rate 12% among 420,000 | Potency, µM (series often up to 46.2 µM), without a hit: top-dose activity change, negative = growth inhibition, hits mostly inhibitors; also: nearly all actives have a fitted effect of over 55% in size
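Chicken DT40 Tdp1-/- cells complemented with human TDP1, 400 cells/well, exposed to compounds plus 20 nM camptothecin for at least 48 h at 37 C; viability read as ATP content by CellTiter-Glo luminescence.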
Numbers without * were called inactive; ? = inconclusive; / = not tested or not shown; [ ] = another dose, or the depositor's remark. Calls follow the shape of the dose curve; as a rule, active = well fitted curve in the direction sought with a large enough effect; inconclusive = small, poorly fitted or top-dose-only effect, or another doubt; inactive = no such curve, though single readings can be large; an effect the other way counts as inactive or inconclusive. % is scaled to controls: 0 for no effect and ±100 for the full control effect; potency is read from the fitted curve at half-maximal effect.

SMILES	TDP1 block	DT40 TDP1 no CPT	TDP1 cell CPT
Cc1ccc(Oc2nnc(-c3cccs3)c3ccccc23)cc1	2%	18µM*	?
COc1cccc(C(=O)N2CCN(Cc3ccccn3)CC2)c1	/	2%	-4%
O=C1CNC(=O)N1CC(O)Cn1c2ccccc2c2ccccc21 (centres undefined)	3%	5%	-22%
CCC(C)Sc1nnc(Cc2cc(=O)[nH]c(=O)[nH]2)n1-c1ccc(F)cc1 (centres undefined)	7%	-17%	-9%
Cc1cc(C)n2nc(C(=O)OCC(=O)Nc3ccc(Cl)cc3)nc2n1	/	2%	-21%
Cc1cccc(N2C(=O)C(CC(=O)Nc3cccc(F)c3)N(Cc3cccs3)C2=O)c1 (centres undefined)	0%	18µM*	?
Nc1c(-c2nc(-c3ccc(F)cc3)cs2)c2ccccn2c1C(=O)c1ccc2c(c1)OCO2	3%	-25%	-17%
CCC(=O)NC(c1ccccc1)c1nc2ccccc2[nH]1 (centres undefined)	2%	-19%	6%
O=C(Oc1ccc2c3c(c(=O)oc2c1)CCC3)c1ccco1	4%	-25%	-29%
CNS(=O)(=O)c1cccc(C(=O)OCC(=O)N2CCc3ccccc3C2)c1	2%	-1%	0%
Cc1ccc(-c2nnc(N3CCN(S(C)(=O)=O)CC3)c3ccccc23)cc1	8%	-30%	-16%
Cc1nc(CS(=O)(=O)c2ccccc2)cc(Sc2ccccc2Cl)n1	3%	?	-18%
CCCS(=O)(=O)NC(=O)C1(C)CCN(C(=O)COc2ccc(Cl)cc2Cl)C1 (centres undefined)	/	-17%	-3%
O=C(NC1CC1)C1CCN(C(=O)c2ccccc2Cl)CC1	/	-14%	-4%
O=C(NC1CCOc2ccccc21)c1ccc(Cl)nc1 (centres undefined)	0%	6%	14%
COc1ccccc1-c1sc2ccccc2c1-c1ccc(OCCN2CCCCC2)cc1	6%[56.1 µM]	15µM*	18µM*
Cc1ccc(N(C)C(=O)c2cnn(-c3ccccc3)c2C)c(C)c1	/	?	?
O=C(c1ccc2ccccc2n1)N1CCN(S(=O)(=O)c2ccccc2)CC1	0%	?	?
O=C(CN(c1ccc(F)cc1)S(=O)(=O)c1ccc2c(c1)OCCO2)NCc1ccccc1	2%	-30%	-17%
Cc1ccc(C(=O)NCCOc2cccc(C)c2)cc1	3%	-6%	1%
CCc1ccccc1NC(=S)N(Cc1cccc(C)c1)c1cccnc1	5%	?	-34%
COc1ccc(/C=C2\N=C3CCCCCN3C2=O)cc1OC	2%	-1%	-10%
O=C(Nc1cccc(S(=O)(=O)N2CCOCC2)c1)c1ccc(N2CCOCC2)c([N+](=O)[O-])c1	5%	?	?
O=C(Nc1nc(-c2ccco2)c(-c2ccco2)s1)c1cnccn1	-18%[0.505 µM]	?	?
NC(Cc1ccc(Cl)cc1)c1csc(Nc2ccc(C(=O)c3ccccc3)cc2)n1 (centres undefined)	/	21µM*	21µM*
Next section:
SMILES	TDP1 block	DT40 TDP1 no CPT	TDP1 cell CPT
COc1ccc(CCN(C)C(=O)c2cc(-c3ccccc3)nc3ccc(C)cc23)cc1OC	6%	?	?
CC(C)NC(=S)N1CCCN(c2ncccc2[N+](=O)[O-])CC1	/	9%	-12%
Cc1ccc(NC(=O)Cn2c(=O)c(CNc3ccccc3)cc3cc4c(cc32)OCCO4)cc1	1%	?	?
COc1ccc(C2=CC(c3ccc(N(C)C)cc3)n3nnnc3N2)cc1 (centres undefined)	3%	?	?
CC(C)NC(=O)Nc1cccc2c1O[C@H](CN(C)C(=O)NC1CCCCC1)[C@H](C)CN([C@H](C)CO)C2=O	-1%	-5%	-14%
Cc1ccc(-c2nn(CC(=O)N3CCOCC3)c(=O)c3ccccc23)cc1S(=O)(=O)N(C)C	4%	-12%	0%
COC(=O)C(NC(=O)c1ccc(F)cc1)(Nc1nc(C)cs1)C(F)(F)F (centres undefined)	5%	-3%	3%
N#Cc1ccccc1CN1C(=O)c2ccccc2S1(=O)=O	1%	-5%	13%
CC1=NN(C(=O)c2csc(C)c2C)C(O)(C(F)(F)F)C1 (centres undefined)	1%	0.92µM*	0.65µM*
O=C(NNc1ccccc1Cl)C(O)(c1cccc(C(F)(F)F)c1)c1cccc(C(F)(F)F)c1	3%	16µM*	?
CCOc1ccc(CNC(=O)C(CC)n2nc(C)n3c(cc4occc43)c2=O)cc1OC (centres undefined)	0%	-12%	-13%
C(=N\NCc1ccccc1)/c1ccc2nccnc2c1	5%	?	?
COc1cc(C(=O)NCC2CCCO2)cc(OC)c1OC (centres undefined)	2%	-19%	-3%
Cc1cc(=O)oc2c(C)c(OC(C)C(=O)N3CC[C@@]4(O)CCCC[C@H]4C3)ccc12 (some centres undefined)	/	-11%	-8%
CCOc1ccc(OCC)c(NC(=O)CSc2nc3c(c(=O)n(C)c(=O)n3C)n2CC)c1	-4%	23µM*	?
COc1cc(/C=C2/SC(=Nc3ccc(O)cc3)NC2=O)cc(OC)c1O	-1%	12µM*	16µM*
O=C(COC(=O)c1cc(-c2cccc(Br)c2)nc2ccccc12)NCC1CCCO1 (centres undefined)	9%	-17%	0.016µM*
N=c1oc2c3c4c(cc2cc1C(=O)Nc1ccccc1)CCCN4CCC3	-5%	?	?
CCOc1cc(C(=O)OCC(=O)c2c(C)[nH]c3ccccc23)ccc1OCC(=O)N1CCOCC1	6%	?	?
COc1cccc(NC(=O)c2sc3ncn(CC(=O)N4CCN(c5ccccn5)CC4)c(=O)c3c2C)c1	4%	?	18µM*
CC1(C)Cc2nc3sc4c(NCCO)ncnc4c3cc2CS1	5%	21µM*	?
COc1ccc(/C=N/NC(=O)c2cc(-c3ccccc3OC(C)C)nc3ccccc23)cc1CN1CCOCC1	5%	?	?
Cc1ccccc1OCC(=O)Nc1nnc(S(=O)(=O)N2CCCCCC2)s1	3%	-18%	-19%
Cc1cc(C(=O)NNC(=O)C(C)(C)Oc2ccc(Cl)cc2)c(C)o1	2%	?	2%
CCOC(=O)CSc1nnc(NC(=O)CCc2ccccc2)s1	3%	0%	-4%

For reference, part of the list above:
SMILES	TDP1 block	DT40 TDP1 no CPT	TDP1 cell CPT
COc1ccc(CCN(C)C(=O)c2cc(-c3ccccc3)nc3ccc(C)cc23)cc1OC	6%	?	?
CC(C)NC(=S)N1CCCN(c2ncccc2[N+](=O)[O-])CC1	/	9%	-12%
Cc1ccc(NC(=O)Cn2c(=O)c(CNc3ccccc3)cc3cc4c(cc32)OCCO4)cc1	1%	?	?
COc1ccc(C2=CC(c3ccc(N(C)C)cc3)n3nnnc3N2)cc1 (centres undefined)	3%	?	?
CC(C)NC(=O)Nc1cccc2c1O[C@H](CN(C)C(=O)NC1CCCCC1)[C@H](C)CN([C@H](C)CO)C2=O	-1%	-5%	-14%
Cc1ccc(-c2nn(CC(=O)N3CCOCC3)c(=O)c3ccccc23)cc1S(=O)(=O)N(C)C	4%	-12%	0%
COC(=O)C(NC(=O)c1ccc(F)cc1)(Nc1nc(C)cs1)C(F)(F)F (centres undefined)	5%	-3%	3%
N#Cc1ccccc1CN1C(=O)c2ccccc2S1(=O)=O	1%	-5%	13%
CC1=NN(C(=O)c2csc(C)c2C)C(O)(C(F)(F)F)C1 (centres undefined)	1%	0.92µM*	0.65µM*
O=C(NNc1ccccc1Cl)C(O)(c1cccc(C(F)(F)F)c1)c1cccc(C(F)(F)F)c1	3%	16µM*	?
CCOc1ccc(CNC(=O)C(CC)n2nc(C)n3c(cc4occc43)c2=O)cc1OC (centres undefined)	0%	-12%	-13%
C(=N\NCc1ccccc1)/c1ccc2nccnc2c1	5%	?	?

Continuation:
SMILES	TDP1 block	DT40 TDP1 no CPT	TDP1 cell CPT
Cc1cccc(C(=O)NCC(=O)NCCCSc2ccccc2)c1	-3%[0.505 µM]	?	?
O=S1(=O)N=C(N2CCN(Cc3ccc4c(c3)OCO4)CC2)c2ccccc21	3%	-24%	-30%
O=C(O)COc1ccccc1/C=N/NC(=O)c1cc(-c2ccccc2)nc2ccccc12	8%	-28%	-27%
Cc1c(-c2ccccc2)oc2c(C(=O)N3CCN(c4ccc([N+](=O)[O-])cc4)CC3)cccc2c1=O	7%	21µM*	16µM*
CCCC(=Nc1ccccc1OC)C1=C(O)CC(c2ccccc2)CC1=O (centres undefined)	0%	?	?
CN1CCC(NC(=S)Nc2cccc([N+](=O)[O-])c2)CC1	-8%	-28%	?
Cc1ccc(CN(C(=O)c2ccccc2)c2ccccn2)o1	7%	?	?
O=C(OCC(=O)N1CCOCC1)c1ccc(Cl)nc1	7%	-2%	-10%
CCONC(=O)Nc1ccccc1	-1%	0%	5%
O=C(Oc1cccc(/C=N/NC(=O)c2ccccn2)c1)c1ccc([N+](=O)[O-])cc1	3%	?	-19%
Cc1cccc(N2C(=O)c3cccc4c(N5CCCCC5)c([N+](=O)[O-])cc(c34)C2=O)c1C	-1%	?	?
CCN(CCCNC(=O)c1cc2cc3ccc(OC)cc3nc2s1)c1cccc(C)c1	-15%[12.3 µM]	?	?
CN(Cc1ccccc1)CC(O)COc1ccc(CNCc2ccc(Cl)s2)cc1 (centres undefined)	3%	16µM*	?
Cc1ccc(NS(=O)(=O)c2cc(C(=O)NCCSC3CCCCC3)ccc2C)cc1	5%	?	?
Oc1ccccc1/C=N/Nc1ncc(Br)cn1	3%	7.3µM*	9.2µM*
COc1ccccc1CN1CCN(C(=O)c2ccco2)CC1	5%	-4%	5%
CC(=O)N1CCc2cc(S(=O)(=O)NCCC(=O)Nc3ccc4c(c3)OCCO4)ccc21	8%	-26%	-9%
CCC1=NN2C(=N)/C(=C/c3c(C)nn(-c4ccccc4)c3Cl)C(=O)N=C2S1	4%	?	?
CCc1ccccc1NC(=O)C(C)n1nc([N+](=O)[O-])c(Br)c1C (centres undefined)	-1%	?	?
CC(CC(=O)c1ccccc1)=NCCCN=C(C)CC(=O)c1ccccc1	/	?	-9%
CC(C)C(NC(=O)c1ccco1)C(=O)OCc1cc([N+](=O)[O-])cc2c1OCOC2 (centres undefined)	0%	?	?
CCOc1ccccc1NC(=O)CSc1nnc(CCC(=O)Nc2ccccc2F)n1C	5%	-6%	-1%
O=C(c1cc2ccccc2s1)N1CCOCC1	5%	-10%	12%
CCCCOC(=O)c1ccc(NC(=O)c2cnccn2)cc1	0%	?	-17%
COc1ccc(Cn2nnc3c(C)n[nH]c(=O)c32)cc1	/	1%	-2%
(cont.)
SMILES	TDP1 block	DT40 TDP1 no CPT	TDP1 cell CPT
COc1ccc2nc(/C=N/NC(=O)[C@@H]3CCCN3C(=O)OC(C)(C)C)ccc2c1	/	?	0%
Cc1ccc(C)c(CSc2nnc(-c3cccnc3)n2N)c1	6%	-8%	-15%
CCOc1nc(Nc2ccccc2)nc(OCC)n1	/	-20%	?
Cn1nccc1-c1ccc(C(=O)Nc2cccc(NS(C)(=O)=O)c2)c2occc12	/	26µM*	?
Cc1ccc(-n2ccnc2SCC(=O)N(CC(C)C)C2CCS(=O)(=O)C2)c(C)c1 (centres undefined)	-3%	18µM*	?
COc1ccc(/C=N/NC(=O)CCc2c(C)n[nH]c2C)cc1OC	0%	-4%	19%
CCN1CCN(c2c(S(=O)(=O)c3ccc(Cl)cc3)cnc3ccccc23)CC1	1%	?	13µM*
CC(=O)Nc1ccc2nc(NC(=O)CS(=O)(=O)c3ccccc3)sc2c1	-5%	-18%	-23%
Cc1cc(C)c2c(c1)c1nnc(SCCN3CCOCC3)nc1n2C	/	8.2µM*	-8%
CCOc1ccccc1C1CC(c2ccc(Cl)cc2)Nc2nc(N)nn21 (centres undefined)	5%	16µM*	18µM*
Cc1sc2nc(NCCO)[nH]c(=O)c2c1C	3%	-6%	?
Cc1cccn2c(=O)c3cc(C#N)c(=NC(=O)c4cccnc4)n(CC4CCCO4)c3nc12 (centres undefined)	/	?	-2%
CN(CC(=O)NCc1ccccn1)S(=O)(=O)c1cc(Cl)ccc1Cl	/	-8%	-25%
Cc1cc(C)n2nc(C(=O)NC3CCCc4ccccc43)nc2n1 (centres undefined)	2%	-5%	2%
CCOC(=O)N1CCN(C(=O)COc2ccc(S(=O)(=O)NCC(C)C)cc2C)CC1	-7%	-30%	-24%
N#CC(=C(O)COC(=O)CCC1CCCCC1)c1nc2ccccc2[nH]1	/	5.2µM*	5.8µM*
Cc1nc(NC(=O)c2cc3ccccc3o2)sc1C	0%	-1%	-1%
COc1ccc(NC(=O)N2C[C@H]3CON(C)[C@H]3C[C@H]2c2ccc(N3CCCCC3)cc2)cc1	/	2%	-7%
O=C(NCc1cccnc1)/C(=C\c1ccc(-c2cccc(Cl)c2)o1)S(=O)(=O)c1ccccc1	8%	5.2µM*	4.6µM*
CC(NC(=O)CCNC(=O)c1ccc(Br)cc1)c1ccc(S(N)(=O)=O)cc1 (centres undefined)	-12%	-6%	3%

Compound activity (PubChem BioAssay)
